Bioassay records deposited in PubChem BioAssay by NMMLSC.
T cell HTS: T cell immune modulation candidate | 2C CD8+ T cell-vesicle binding, flow cytometry; hits give low values | actives 0.068% (n = 330,000) | calls only at 7 µM | AID 2052;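 active means response, share of CD8 T cells binding vesicles, and their 90th percentile fluorescence all below set limits, cut at about 80% in these data, passing the limit was not always enough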
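Test system: purified 2C TCR transgenic mouse naive CD8+ T cells. Probe or stimulus: QL9-peptide-loaded Drosophila micro-vesicles bearing Ld, ICAM-1 and B7-1. Incubation: binding step 1.5 h, 37 °C, antibody labelling 20 min, ice. Measured by: flow cytometry of vesicle-bound cells.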
T cell HTS vesicle-bound %: also measured in T cell HTS; calls as there; double positive events, %; measured here: CD8+ vesicle-bound cell fraction;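 binding gate set so that unloaded-vesicle control wells show 10% double positive cells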
Starred values were filed as active, the others as inactive; i = inactive. An excerpt, so the mix of outcomes need not match the whole.

Every second line gives: T cell HTS	T cell HTS vesicle-bound %
#1 C[C@H](NC(=O)c1ccco1)C(=O)NNC(=O)COc1cccc(C(F)(F)F)c1
  i	40.3
#2 Cc1ccc(NC(=O)CSc2nnc(N)s2)cc1S(=O)(=O)N1CCOCC1
  i	52.2
#3 NC(=O)c1ccc(SCC(=O)OCC(=O)N2CCN(C(=O)c3ccco3)CC2)c([N+](=O)[O-])c1
  i	34.7
#4 C=CC[C@@H](CC(=O)N[C@@H](CO)Cc1ccccc1)C(=O)N[C@@H](COC(=O)[C@@H](CC=C)Cc1ccc(F)cc1)Cc1c[nH]c2ccccc12
  i	12.1
#5 O=C(COC(=O)COc1ccccc1[N+](=O)[O-])NCc1ccc2c(c1)OCO2
  i	55.0
#6 Cc1ccc(C)c(S(=O)(=O)N2CCCC2CNC(=O)C(=O)NC2CCCC2)c1 (stereo unspecified)
  i	43.7
#7 CN(CC(=O)Nc1ccc(F)c(F)c1F)C(=O)c1ccc(-n2cncn2)cc1
  i	3.1
#8 CN(C)C(CNC(=O)CN1C(=O)NC2(CCCC2)C1=O)c1ccccc1 (stereo unspecified)
  i	2.7
#9 CC1CCC(NC(=O)c2cc3ccccc3cc2O)CC1 (stereo unspecified)
  i	52.1
#10 CCc1ccc(Nc2nnc(SCC(=O)c3c(N)n(C4CC4)c(=O)[nH]c3=O)s2)cc1
  i	38.1
#11 CCOc1ccc(S(=O)(=O)NCCC(=O)OCC(=O)NC(=O)c2cccn2C)cc1
  i	37.4
#12 Cc1ccc(S(=O)(=O)N2CCOCC2)cc1C(=O)OCC(=O)Nc1ccc2[nH]c(=O)[nH]c2c1
  i	25.3
#13 C#CCOCCOCCOCCNc1nc(N2CCN(C(=O)CCCCCCCCCCNC(=O)[C@@H](CCC(=O)O)n3cc(CCCCCN)nn3)CC2)nc(N2CCN(C(=O)CCCCCCCCCCNC(=O)[C@H](CO)n3cc(CCCSC)nn3)CC2)n1
  i	30.5
#14 CC(=O)c1ccc(NC(=O)CNCc2cccs2)cc1
  i	38.8
#15 Clc1cc2cccnc2c2ncccc12
  i	41.8
#16 O=C(NCC1CCCO1)c1cn(Cc2ccccc2)nc1-c1ccccc1 (stereo unspecified)
  i	40.0
#17 CC1=C(C)CC(C(=O)NCc2c(F)cccc2Cl)C(C(=O)O)C1 (stereo unspecified)
  i	14.7
#18 CC(CNC(=O)Cn1ccc(N)nc1=O)c1ccccc1 (stereo unspecified)
  i	30.5
#19 CC(C)(C)OC(=O)N1CCN(C(=O)c2nc[nH]c2C(=O)N2CCN(C(=O)OC(C)(C)C)CC2)CC1
  i	24.9
#20 COc1ccc(S(=O)(=O)NCC(c2ccco2)N2CCc3ccccc32)cc1 (stereo unspecified)
  i	52.7
#21 COc1cc(C(=O)OC(C)C(=O)N2CCCC2)cc2c1OCCO2 (stereo unspecified)
  i	31.9
#22 CCN(CC(=O)Nc1ccc(NC(C)=O)cc1)C(=O)c1ccc(COc2ccccc2)o1
  i	35.6
#23 Cc1ccsc1C(=O)NNC(=O)c1ccccc1F
  i	38.1
#24 COc1ccc([C@@H](NC(=O)OC(C)(C)C)C(=O)OC(C)(C)C)cc1
  i	58.2
#25 O=C(CSc1nnc(-c2cccc(Br)c2)o1)N1CCNC1=O
  i	29.6
#26 CN(Cc1cccc(F)c1)C(=O)c1cc(S(=O)(=O)N2CCOCC2)ccc1N1CCCC1
  i	43.2
#27 CC(=O)c1cccc(S(=O)(=O)N2CCC(C(=O)Oc3ccc(-c4nnco4)cc3)CC2)c1
  i	51.3
#28 C[C@H]1CCC(=O)N([C@H](CSc2ccc(Br)cc2)Cc2ccccc2)CC1
  i	31.9
#29 O=C(Nc1ccc2c(c1)CCC2)c1cccc(OC(F)F)c1
  i	30.4
#30 CCOC(=O)C1CCCCN1C(=O)/C(=C/c1ccc(OC)cc1)c1ccc(OC)c(OC)c1 (stereo unspecified)
  i	52.0
#31 Brc1ccc(CN2CCCCCC2)cc1
  i	44.6
#32 O=C(COC(=O)CCC(=O)c1ccc(F)cc1)NC1CCCCC1
  i	40.7
#33 O=C1CC(NS(=O)(=O)c2cccnc2)CN1c1cccc(F)c1 (stereo unspecified)
  i	43.6
#34 O=C(NCCS(=O)(=O)NCc1ccc2c(c1)OCO2)c1ccccc1
  i	34.4
#35 Cc1nc(Nc2cccc(O)c2)c2oc3ccccc3c2n1
  i	25.4
#36 CCN(c1ccccc1)S(=O)(=O)c1ccc(C(=O)Nc2cccc(C)n2)cc1
  i	38.8
#37 CCCCc1ccc(NC(=O)CSc2nc(=O)n(CCN(CC)CC)c3c2CCCC3)cc1
  i	25.8
#38 Cc1nc2ccccc2c(=O)n1-c1ccc(NS(=O)(=O)c2ccc(F)cc2)cc1
  i	27.1
#39 O=C(NNC(=O)c1cc(Cl)ccc1O)c1ccc(NS(=O)(=O)c2cccs2)cc1
  i	36.4
#40 O=C(CNC(=O)c1ccco1)Nc1ccc(OC(F)F)cc1
  i	50.6
#41 CC(C)N1CCN(C(=O)c2ccc([N+](=O)[O-])cc2)CC1
  i	42.4
#42 COC(=O)[C@]1(C)N[C@H](c2ccc(-c3cccc(Cl)c3)cc2)[C@@H]2C(=O)N(C)C(=O)[C@@H]21
  i	5.0
#43 Cc1ccc(NC(=S)NCc2ccccc2)cc1C
  i	48.7
#44 CN(C)CCNC(=O)c1c(CSc2ccc(Cl)cc2)noc1C(=O)NCc1ccccc1
  i	44.9
#45 CN(CC(=O)NC(=O)NC1CCCCC1)c1ccccc1
  i	37.7
#46 CCc1noc(C)c1C(=O)N1CCCSC1=Nc1ccccc1
  i	38.6
#47 CN1CCN(c2ccc(S(=O)(=O)N3CCCCC3)cc2NC(=O)COc2ccc([N+](=O)[O-])cc2)CC1
  i	41.7
#48 Cc1ccnc2nc(C(=O)OCC(=O)Nc3ccc([N+](=O)[O-])cc3Br)nn12
  i	45.0
#49 Cc1ccc(C(CNS(=O)(=O)c2ccc([N+](=O)[O-])cc2)N2CCN(C)CC2)cc1 (stereo unspecified)
  i	49.3
#50 O=C(C[C@H]1C(=O)N(C2CCCCC2)C[C@@H]1Cc1ccccc1)Nc1ccccc1
  i	18.4
#51 Cc1cccc(C(=O)NCC(=O)N(C)Cc2nc3ccccc3c(=O)[nH]2)c1
  i	28.9
#52 Cc1ccc2nc(SCC(=O)N3CC(C)OC(C)C3)nc(=O)n2c1 (stereo unspecified)
  i	53.3
#53 CSCCC(NC(=O)c1ccccc1)C(=O)OCC(=O)NCc1ccco1 (stereo unspecified)
  i	52.5
#54 CCOc1ccc(-n2c(=O)c3sccc3n(CC(=O)NCC3CCCO3)c2=O)cc1 (stereo unspecified)
  i	27.3
#55 Cc1c(NC(=O)C(C)Sc2nc(N)cc(=O)[nH]2)c(=O)n(-c2ccccc2)n1C (stereo unspecified)
  i	39.3
#56 NC(=O)CC(NC(=O)c1ccccc1)c1ccc(NCc2ccccn2)c([N+](=O)[O-])c1 (stereo unspecified)
  i	24.6
#57 O=C(COC(=O)C1CC1)NCCc1ccccc1
  i	13.3
#58 CCCn1c(N)c(N(CCOC)C(=O)CCC2CCCCC2)c(=O)[nH]c1=O
  i	46.5
#59 CC(=O)c1ccc(N2CCN(C(C)C(=O)Nc3ccc4c(c3)OCCO4)CC2)cc1 (stereo unspecified)
  i	47.9
#60 COc1ccc(C(C)=O)cc1CS(=O)(=O)CC(=O)NCCc1c[nH]c2ccccc12
  i	44.9

5 entries already listed, ordered by number of heavy atoms, ascending.
Every second line gives: T cell HTS	T cell HTS vesicle-bound %
#43 Cc1ccc(NC(=S)NCc2ccccc2)cc1C
  i	48.7
#34 O=C(NCCS(=O)(=O)NCc1ccc2c(c1)OCO2)c1ccccc1
  i	34.4
#51 Cc1cccc(C(=O)NCC(=O)N(C)Cc2nc3ccccc3c(=O)[nH]2)c1
  i	28.9
#55 Cc1c(NC(=O)C(C)Sc2nc(N)cc(=O)[nH]2)c(=O)n(-c2ccccc2)n1C (stereo unspecified)
  i	39.3
#50 O=C(C[C@H]1C(=O)N(C2CCCCC2)C[C@@H]1Cc1ccccc1)Nc1ccccc1
  i	18.4

Later entries
Every second line gives: T cell HTS	T cell HTS vesicle-bound %
#61 CC(=O)NC(CC(=O)OCC(=O)NCCc1ccccc1)c1ccccc1 (stereo unspecified)
  i	51.3
#62 CCCCN1CC[C@H]2C=CC[C@@H](C(=O)NCCc3ccccc3)[C@H]2C1=O
  i	27.3
#63 Cc1ccc(C(=O)Nc2ccc(Nc3ccccc3)cc2)cc1Br
  i	37.4
#64 Cc1ccccc1NC(=O)Cc1nc(COC(=O)c2cccc(O)c2)cs1
  i	35.7
#65 Cc1ccc(NC(=O)CN2C(=O)NC(Cc3c[nH]c4ccccc34)C2=O)cc1 (stereo unspecified)
  i	49.2
#66 Cc1cc(C)c(C)c(S(=O)(=O)NC(C(=O)NCCc2ccco2)C(C)C)c1C (stereo unspecified)
  i	7.2
#67 Cc1ccc2c(COC(=O)CNS(=O)(=O)c3ccccc3)cc(=O)oc2c1
  i	42.4
#68 CNC(=S)Nc1ccc(N2CCCC2)c(S(=O)(=O)Nc2ccc(OC)cc2)c1
  i	33.6
#69 O=C1CCCN1CCCNS(=O)(=O)c1cccs1
  i	42.9
#70 COc1ccccc1C(=O)NC(=O)COC(=O)c1ccc(NC(=O)CC#N)cc1
  i	29.4
#71 CCCC1(c2ccccc2)NC(=O)N(CC(=O)Nc2ccc3c(c2)OCCO3)C1=O (stereo unspecified)
  i	43.4
#72 CC(OC(=O)CC1CC2CCC1C2)C(=O)Nc1ccc(C(N)=O)cc1 (stereo unspecified)
  i	30.8
#73 C[C@H](CO)N1C[C@H](C)[C@@H](CN(C)S(=O)(=O)c2ccc(F)cc2)Oc2ccc(NC(=O)Nc3ccc(C(F)(F)F)cc3)cc2C1=O
  i	11.1
#74 Cc1cc(C(=O)CN2c3cccc4cccc(c34)S2(=O)=O)c(C)n1C
  i	33.1
#75 CN1C(=O)c2cccc3c(Br)ccc(c23)C1=O
  i	25.3
#76 Cc1cccc(N2CCN(C(=O)COc3ccc4c(c3)CCC4)CC2C)c1 (stereo unspecified)
  i	38.8
#77 COC(=O)c1c(C)[nH]c(C(=O)CN2C(=O)NC3(CCOc4ccccc43)C2=O)c1C (stereo unspecified)
  i	31.7
#78 CC(NCC(=O)Nc1ccccc1C(=O)NC1CC1)c1ccc(S(C)(=O)=O)cc1 (stereo unspecified)
  i	38.9
#79 COC(=O)c1c(-c2ccccc2OC)sc2ccccc12
  i	49.2
#80 COc1ccc(SCCN2CC[C@@H](C)CCC2=O)cc1
  i	17.3
#81 COC(=O)C[C@H]1c2cc(C(F)(F)F)ccc2S(=O)(=O)N1c1ccc(N(C)C)cc1
  i	14.0
#82 O=S(=O)(NCCN1CCOCC1)c1ccc2ccccc2c1
  i	49.1
#83 O=C(Nc1ccc(Cl)c(S(=O)(=O)N2CCOCC2)c1)c1ccc2c(c1)OCO2
  i	32.5
#84 COC(=O)C1=CN(c2cccc(C(F)(F)F)c2)C=C(C(=O)OC)C1c1ccc(O)c(OC)c1
  i	39.8
#85 Cc1ccc(OCC(=O)OCC(=O)Nc2ccc3c(c2)OCO3)cc1C
  i	30.8
#86 Cc1ccc(C)c(S(=O)(=O)N2CCN(C(=O)Cn3c(=O)cnc4ccccc43)CC2)c1
  i	10.8
#87 CC(Sc1ccccn1)C(=O)Nc1ccc2c(c1)OCCO2 (stereo unspecified)
  i	40.4
#88 Cc1noc(C)c1COc1ccc(C(=O)NNC(=O)c2ccccc2)cc1
  i	53.2
#89 O=C(c1ccc(C(F)(F)F)cc1)N1CCN(c2ccc(N3CCOCC3)nn2)CC1
  i	35.7
#90 COC(=O)C1CCN(C(=O)COC(=O)c2ccc(=O)n(Cc3ccccc3)n2)CC1
  i	51.7

Rewritten as labelled records: entries from further up
71	CCCC1(c2ccccc2)NC(=O)N(CC(=O)Nc2ccc3c(c2)OCCO3)C1=O (stereo unspecified)
  T cell HTS: i; T cell HTS vesicle-bound %: 43.4
72	CC(OC(=O)CC1CC2CCC1C2)C(=O)Nc1ccc(C(N)=O)cc1 (stereo unspecified)
  T cell HTS: i; T cell HTS vesicle-bound %: 30.8

Going on with the list.
Every second line gives: T cell HTS	T cell HTS vesicle-bound %
#91 O=C(COC(=O)c1ccc2c(c1)OCCO2)Nc1ccc(F)cc1F
  i	40.6
#92 CNS(=O)(=O)c1ccc(C(=O)NCC(=O)NCCc2ccc3c(c2)OCCO3)cc1
  i	22.1
#93 O=S(=O)(c1ccc(N2CCN(Cc3ccccc3)CC2)nc1)N1CCCC1
  i	28.6
#94 O=C(C1CCC1)N1CCN(S(=O)(=O)c2ccc(F)cc2)CC1
  i	41.0
#95 CCCNC(=O)N1C2=NC(C(=O)OC)=C(C(=O)OC)[C@@H]3N(Cc4ccccc4)c4ccccc4[C@]23C[C@H]1CO
  i	16.2
#96 COc1ccc(C(C#N)c2cnccn2)cc1OC (stereo unspecified)
  i	16.5
#97 COc1ccccc1C(=O)NC(=O)CSc1nc2nc(C)cc(C)n2n1
  i	40.6
#98 O=C(Nc1cccc(S(=O)(=O)N2CCCC2)c1)c1cccc(OC(F)F)c1
  i	51.1
#99 CCCCOc1ccc(C(=O)NCC(=O)NCCCn2nc(C)cc2C)cc1
  i	46.7
#100 COC(=O)[C@]1(C)N[C@H](CN(C)S(=O)(=O)c2ccccc2)[C@@H]2C(=O)N(Cc3ccccc3)C(=O)[C@@H]21
  i	5.0
#101 COc1ccc(OC)c(S(=O)(=O)N2CCC3(CC2)OCCN3S(=O)(=O)c2cccs2)c1
  i	33.0
#102 O=c1cc(-c2ccc(O)cc2)oc2c(C3O[C@H](CO)[C@@H](O)[C@H](O)[C@H]3O)c(O)cc(O)c12 (stereo partly specified)
  i	31.0
#103 COc1ccc(S(=O)(=O)Nc2ccc3c(c2)N(C(C)=O)CCC3)cc1OC
  i	28.0
#104 COc1ccc(OC)c(-c2nn(-c3ccccc3)cc2C(=O)N2CCc3ccccc3C2)c1
  i	38.3
#105 O=C1C2CCc3ccccc3C2N1c1ccccc1 (stereo unspecified)
  i	15.4
